VIM-2 inhibitor = inhibitors of Pseudomonas aeruginosa VIM-2 metallo-beta-lactamase. AID 1527. 290,000 tested, 0.89% active. purified VIM-2, nitrocefin hydrolysis, epi-absorbance fluorescence. inhibition, % at 5.6 µM;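 active = inhibition above the mean of all tested compounds plus 3 SD, cutoff set per screening run, cut at about 7.5% in these data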;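 note: red hydrolysis product quenches plate fluorescence so inhibitors raise well fluorescence; 0% = enzyme with DMSO and 100% = DMSO without enzyme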
NS3 helicase inh = HCV NS3 helicase inhibition; inhibition, % at 10.9 µM; NS3 helicase DNA unwinding, Cy5 molecular beacon fluorescence; 290,000 tested, 0.56% active;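 active = inhibition above the mean of all tested compounds plus 3 SD, set per campaign, cut at about 35% in these data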;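 note: 0% = DMSO wells and 100% = thioflavine S control wells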
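System: HCV NS3 helicase fragment; control set: DMSO and thioflavine S; technique: Cy5 fluorescence at 0 and 60 min, beacon hairpin quenching; reagent: beacon DNA duplex substrate plus ATP; replicates: singlicate; schedule: 1 h reaction at 25 °C, ATP-initiated; medium: MOPS buffer pH 6.5 with MgCl2, DTT, Tween20, BSA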
IMP-1 inhibitor = inhibitors of Pseudomonas aeruginosa IMP-1 metallo-beta-lactamase. purified IMP-1, nitrocefin hydrolysis, epi-absorbance fluorescence. inhibition, % at 5.6 µM. 290,000 tested, 0.45% active;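 active = inhibition above the mean plus 3 SD of all compounds in the same screening run, cut at about 4.5% in these data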;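 note: 0% = IMP-1 with DMSO and 100% = DMSO wells lacking enzyme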
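System: purified recombinant IMP-1 beta-lactamase. Medium: Zinc- and detergent-supplemented HEPES buffer, pH 7.1. Compound: one 5.6 µM dose […]. Schedule: 15 min preincubation plus 25 min reaction at 25 °C. Technique: Epi-absorbance fluorescence, 480 nm excitation, 530 nm emission.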
PfM18AAP inh = blocks P. falciparum M18 aspartyl aminopeptidase. inhibition, % at 7.35 µM. 290,000 tested, 1.2% active. AID 1822. recombinant PfM18AAP, H-Glu-NHMec fluorogenic cleavage;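 active = inhibition above the campaign mean inhibition over all tested compounds plus 3 SD, cut at about 28% in these data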;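 note: 0% = plate median of test compound wells and 100% = 2 mM ZnCl2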
SUMO HTRF inh = inhibitors of human SUMOylation (UBC9); P63279; HTRF SUMOylation assay, SAE1/SAE2 + UBC9, in vitro; inhibition, % at 35 µM; 290,000 tested, 0.36% active; in the data active = inhibition above about 50%, passing the limit was not always enough; note: strong numbers were not always called active
DNA FID counter = counter-screen for HCV NS3 helicase inhibitors: DNA intercalator displacement; DNA fluorescent intercalator displacement, fluorescence; 290,000 tested, 0.17% active; inhibition, % at 7.9 µM; AID 1845; in the data active = inhibition above about 37%;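 note: 0% = vehicle and 100% = reference compound; higher means more ethidium bromide displaced from hairpin DNA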
p-CIP stab down = compounds decreasing mouse p/CIP protein stability; Q05BA5; F442A p/CIP-EGFP cells, EGFP fluorescence, 16 h; decrease of EGFP signal, % at 10 µM; 290,000 tested, 0.01% active; AID 1984;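 active = EGFP signal decrease of at least 30% at 10 µM or well 3 SD below plate mean, unless failing retest; inactive = the rest, including hits failing retest or dose response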; note: some compounds called inactive have numbers as strong as hits; many of its hits are not listed in these tables
Target sequence (Q05BA5 1-1403): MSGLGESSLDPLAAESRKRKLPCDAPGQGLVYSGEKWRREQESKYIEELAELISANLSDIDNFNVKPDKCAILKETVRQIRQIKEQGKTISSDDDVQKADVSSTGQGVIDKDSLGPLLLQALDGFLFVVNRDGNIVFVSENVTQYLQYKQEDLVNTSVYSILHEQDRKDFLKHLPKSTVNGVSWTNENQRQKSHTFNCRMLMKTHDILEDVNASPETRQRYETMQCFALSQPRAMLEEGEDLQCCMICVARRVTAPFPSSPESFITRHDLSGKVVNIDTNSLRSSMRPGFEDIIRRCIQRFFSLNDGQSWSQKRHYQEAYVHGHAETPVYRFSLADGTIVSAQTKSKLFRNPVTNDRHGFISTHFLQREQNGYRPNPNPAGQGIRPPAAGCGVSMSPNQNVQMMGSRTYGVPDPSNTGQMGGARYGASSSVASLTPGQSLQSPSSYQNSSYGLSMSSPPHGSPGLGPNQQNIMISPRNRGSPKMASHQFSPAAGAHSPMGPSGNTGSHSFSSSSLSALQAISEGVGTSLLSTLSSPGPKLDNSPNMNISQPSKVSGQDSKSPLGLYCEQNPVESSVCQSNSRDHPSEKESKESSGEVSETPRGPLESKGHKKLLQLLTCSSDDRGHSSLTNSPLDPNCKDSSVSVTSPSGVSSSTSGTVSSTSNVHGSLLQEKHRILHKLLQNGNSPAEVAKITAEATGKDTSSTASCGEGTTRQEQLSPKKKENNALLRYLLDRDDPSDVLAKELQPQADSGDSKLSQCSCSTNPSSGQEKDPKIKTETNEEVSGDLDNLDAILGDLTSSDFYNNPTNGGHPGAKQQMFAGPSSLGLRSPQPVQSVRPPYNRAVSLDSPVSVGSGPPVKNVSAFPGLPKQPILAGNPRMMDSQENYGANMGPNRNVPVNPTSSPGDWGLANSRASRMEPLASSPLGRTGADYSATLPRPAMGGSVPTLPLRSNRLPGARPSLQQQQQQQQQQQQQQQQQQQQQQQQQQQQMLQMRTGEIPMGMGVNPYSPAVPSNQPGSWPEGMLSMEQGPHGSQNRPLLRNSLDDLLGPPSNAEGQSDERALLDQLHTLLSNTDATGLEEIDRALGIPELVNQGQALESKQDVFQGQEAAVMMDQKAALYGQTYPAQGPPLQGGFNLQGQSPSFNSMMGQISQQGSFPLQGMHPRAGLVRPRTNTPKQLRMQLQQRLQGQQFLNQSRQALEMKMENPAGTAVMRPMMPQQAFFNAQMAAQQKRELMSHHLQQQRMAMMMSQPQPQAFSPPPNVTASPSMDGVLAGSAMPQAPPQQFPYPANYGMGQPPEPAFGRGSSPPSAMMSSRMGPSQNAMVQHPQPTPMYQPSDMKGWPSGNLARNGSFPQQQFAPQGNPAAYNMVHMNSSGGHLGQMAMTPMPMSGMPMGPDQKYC
IDE cell inh = inhibits human insulin-degrading enzyme in HEK cells. 320,000 tested, 0.41% active. FAbetaB cleavage, fluorescence polarization. inhibition, % at 5.59 µM;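 active = percent inhibition above the average of all tested compounds plus 3 SD, set per screening campaign, cut at about 16% in these data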;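 note: IDE supplied by intact live HEK cells; FP after avidin binding of uncleaved biotin substrate so inhibition keeps polarization high; 0% = DMSO wells and 100% = 60 µM reference IDE inhibitor Ii1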
IDE cell activ = activators of human insulin-degrading enzyme in cells; P14735; HEK cells, FAbeta-B cleavage, fluorescence polarization; 0% vehicle, 100% cell-free pure enzyme wells; activation, % at 5.96 µM; 340,000 tested, 0.073% active;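 active = activation above the mean of all tested compounds plus 3 SD, set per screening campaign, cut at about 17% in these data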
Active calls of the source: *; i = inactive; · = no result given. The order is random (roughly 3.6% active in at least one column).

SMILES	VIM-2 inhibitor	NS3 helicase inh	IMP-1 inhibitor	PfM18AAP inh	SUMO HTRF inh	DNA FID counter	p-CIP stab down	IDE cell inh	IDE cell activ
Cc1nn(Cc2c(Cl)cccc2Cl)c(C)c1NC(=O)c1cnn2c(C(F)F)cc(-c3ccccc3)nc12	-0.8	3	-2.8	0	29	-5	-6	4	0
Cc1cc(C)c2c(c1)NC(C(=O)O)C1CC=CC21 (stereo unspecified)	2.7	44*	-0.5	16	24	-14	-3	0	3
Cc1ccc(NC(=O)CS(=O)CC(=O)NC2CCN(Cc3ccccc3)CC2)c(C)c1 (stereo unspecified)	-1.1	-6	0.6	-9	0	4	3	-4	-5
CS(=O)(=O)NC1c2cccc3cccc(c23)C1Sc1nncn1/N=C/c1ccco1 (stereo unspecified)	-0.5	2	-3.0	8	6	-22	6	5	-2
Cc1cccc(N2C(S)=C(C#N)C(=O)NC23CCCCC3)c1	-3.2	3	-1.4	4	6	-3	3	1	-1
COc1ccc(CCNC(=O)C(=O)NCC2OCCN2S(=O)(=O)c2ccc(C)cc2)cc1 (stereo unspecified)	-4.3	8	-6.7	5	-6	-33	-4	1	-1
Cc1cccc(CSc2nnc(-c3cnccn3)n2C)c1	-0.6	-9	-5.2	2	2	-11	3	9	5
CCOC(=O)c1ccc(NC(=O)c2cccc(S(=O)(=O)N3CCN(C(C)=O)CC3)c2)cc1	-0.7	-13	-2.1	-5	-3	-36	6	0	-4
CNC(=S)NNC(=O)CCn1nc(C)c(Br)c1C	-1.8	-5	-1.9	0	22	-5	2	-3	-2
CC(C)(C)c1ccc(/C=N/NC(=O)CN2CCS(=O)(=O)CC2)cc1	-1.1	8	-1.2	-6	22	-5	-2	-3	2
Cc1cc(C)cc(NC(=O)CN2CCC(C(=O)c3ccccc3)CC2)c1	-2.3	-13	-2.1	1	-4	-4	-5	2	3
Cc1ccsc1/C=N/NC(=O)c1nnn(-c2nonc2N)c1CN(C)c1ccccc1	-0.7	4	-2.4	-7	4	-36	-9	3	-2
O=C(NCc1ccco1)c1ccc2c(c1)N(Cc1ccc(Cl)cc1)CCS2	-1.4	-7	-1.9	4	8	-18	-2	2	1
COc1cc(/C=C2\NC(=S)N(C)C2=O)ccc1O	0.7	-2	-1.4	36*	-25	1	-21	12	-22
COc1ccc(CCN2C(=O)C(Oc3ccccc3)C2c2ccc3c(c2)OCO3)cc1 (stereo unspecified)	-2.1	-3	-3.9	-3	-12	-2	0	-2	-1
Cc1cc(F)ccc1NS(=O)(=O)c1c(C(=O)N2CCOCC2)c(C)n(C)c1C	-1.4	1	-1.2	7	11	-13	-16	2	2
CC1(C)Cc2c(c(-c3ccccc3Cl)[nH]c(=O)c2C#N)CO1	-3.3	-1	-1.5	-1	1	-6	6	1	5
N=c1oc2c3c4c(cc2cc1C(=O)Nc1ccccc1)CCCN4CCC3	3.9	13	-0.1	7	8	-8	i	51*	-30
COc1ccc2oc(-c3ccccc3)c(C(N)=O)c2c1	-0.5	1	-2.6	1	38	-3	-7	-4	-2
CCN1C(=O)/C(=C/C=C2/CCCN2C)OC1=S	-2.4	-6	-2.5	17	4	2	-4	19*	-30
CC(C)N(C(=O)Cn1cc(S(=O)(=O)CC(=O)NCc2ccccc2)c2ccccc21)C(C)C	0.3	-4	-0.1	4	1	-51	4	-2	1
O=C(NCCCN1CCOCC1)C(=O)N/N=C/c1ccc(F)cc1	-2.9	12	-3.4	-1	1	3	11	-4	5
C=CCc1cccc(/C=N/NC(=O)C(C)Nc2ccc(C)cc2)c1O (stereo unspecified)	-3.6	-5	-3.0	16	-22	-8	-4	-4	6
CCOc1cc(C)cc2oc(=O)cc(-c3ccccc3)c12	-4.1	4	-4.8	-4	15	-16	-3	0	0
CCCOC(=O)c1ccc(NC(=O)c2ccoc2C)cc1	-1.8	3	1.0	-6	21	-13	-6	4	4

Remaining list, next part
SMILES	VIM-2 inhibitor	NS3 helicase inh	IMP-1 inhibitor	PfM18AAP inh	SUMO HTRF inh	DNA FID counter	p-CIP stab down	IDE cell inh	IDE cell activ
Cc1ccc(S(=O)(=O)N(CC(=O)N2CCOCC2)c2ccccc2F)cc1	-1.4	0	-2.2	4	7	-13	7	1	1
CC1(C)N=C(c2cccs2)C(C)(C)N1O	-2.4	12	-1.8	2	12	0	4	3	-4
COc1cccc(-n2nnc3c(=O)n(Cc4cccc(C)c4)cnc32)c1	·	·	·	·	8	·	-2	8	9
O=C(CCC1CCCN(C(=O)c2ccoc2)C1)NCc1ccc(F)c(F)c1 (stereo unspecified)	-1.8	-3	-2.5	0	12	-9	-2	-6	3
O=C(c1ccco1)N1CCN(C/C=C/c2ccccc2)CC1	-2.9	1	-0.5	-4	9	-6	-3	0	3
CCNc1nc(N)nc(-c2cc(Cl)ccc2OC)n1	-3.1	2	-3.6	0	0	-7	1	4	5
COc1ccc(NC(=O)CSc2ccccc2)cc1S(=O)(=O)N1CCCCC1	-0.8	-3	-3.1	0	14	-20	-2	3	-1
O=C(CSc1n[nH]c(-c2cccs2)n1)NCc1cccs1	-1.4	-2	-2.5	-1	-6	0	-9	4	2
c1ccc(C2NCCc3ccccc32)cc1 (stereo unspecified)	-0.8	5	-1.5	-5	12	2	-2	2	5
Cn1nnnc1SCCNCc1cccnc1	3.9	1	0.7	6	7	8	4	-2	-2
COc1ccc(N2CC(C(=O)OCC(=O)NCc3ccccc3)CC2=O)cc1 (stereo unspecified)	-2.4	3	-3.1	3	-3	-9	-5	-2	2
O=C1Nc2cc(Cl)ccc2C1(N1CCNCC1)C(F)(F)F (stereo unspecified)	-2.3	1	-1.7	3	-25	-2	0	5	0
Cc1ccc(-c2cc(C(=O)NCC3CCCO3)c3ccccc3n2)o1 (stereo unspecified)	-7.1	3	-4.6	-53	·	-7	·	·	·
O=C(c1ccc(-n2c(SCc3cccc(F)c3)nc3ccccc3c2=O)cc1)N1CCOCC1	-1.7	3	-3.8	2	15	-7	-14	-3	-3
COc1ccc(CC(=O)NNC(=O)c2ccc(NC(C)=O)cc2)cc1	-1.4	-1	9.6*	-5	12	-2	-23	7	-8
O=C1CCC(C(=O)OCC(=O)N2N=C3/C(=C/c4ccccc4)CCCC3C2c2ccccc2)N1 (stereo unspecified)	-2.6	13	-6.2	14	10	-41	-1	-6	1
Cc1cc(C)n2nc(SCc3cccc(S(=O)(=O)N(C)C)c3)nc2n1	-1.4	19	-4.0	3	-6	-19	-26	-1	3
Cc1ccc(S(=O)(=O)N2CCCOC2CNC(=O)C(=O)NCCC2=CCCCC2)cc1 (stereo unspecified)	-4.8	-8	-3.2	-2	7	-11	-15	-3	-2
O=C(c1ccc2c(Cl)c3c(nc2c1)CCCC3)N1CCN(c2ccc(F)cc2)CC1	-0.5	0	-1.5	-10	2	-19	-7	1	3
COc1ccccc1CCN=C(N)NS(=O)(=O)c1ccccc1	-1.6	-5	-2.5	5	6	-8	8	-3	2
CC(C)c1cc(C(F)(F)F)n2nc(C(=O)Nc3ccc4c(c3)OCO4)cc2n1	-2.0	1	-1.9	1	3	-8	-2	-1	-3
CN(C)c1cccc2c1C(=O)c1ccccc1C2=O	2.0	10	-0.4	-8	-36	14	-3	4	1
COc1ccc(CCNc2cc(=O)[nH]c(N)n2)cc1	-0.3	-5	-2.0	0	-3	-12	-5	2	-9
CCOC(=O)c1ccc2c(c1)[n+](CC)c(C)n2-c1ccccc1	0.8	-4	1.8	0	8	7	-4	-3	7
COc1ccc(Br)cc1-c1noc(-c2ccccc2)n1	-2.6	-2	-3.2	-1	3	2	-1	3	1

(list continues)
SMILES	VIM-2 inhibitor	NS3 helicase inh	IMP-1 inhibitor	PfM18AAP inh	SUMO HTRF inh	DNA FID counter	p-CIP stab down	IDE cell inh	IDE cell activ
Cc1nc(Cl)sc1C(=O)NC(C)c1ccc(Cl)cc1 (stereo unspecified)	-0.9	7	0.3	-2	-9	-2	-1	0	0
C=CCNC(=O)c1ccccc1NC(=O)Nc1ccccc1	-4.2	4	-1.7	0	1	4	-17	-2	7
CSc1ccc(CN(C)CCc2ccccn2)cc1	-1.9	12	0.1	-6	-7	5	24	-2	10
CCC(C)(C)n1nnnc1C(c1cccnc1)N1CCC(Cc2ccccc2)CC1 (stereo unspecified)	-2.1	1	-2.9	3	-1	-2	-9	6	3
CN1CCN(c2ccc([N+](=O)[O-])cc2C(=O)N2CCCCC2)CC1	-1.4	-2	-2.1	-2	6	3	-7	-4	2
O=C(Nc1ccc2oc(=O)ccc2c1)c1ccc(-c2ccccc2[N+](=O)[O-])o1	-2.4	22	-4.2	-4	39	-3	-7	3	-3
CCN(CC)C(=O)c1ccc(C)c(Br)c1	-0.1	0	-3.1	1	-3	-2	-3	7	1
CC(CN1CCC(n2nccc2NC(=O)CCCc2ccccc2)CC1)c1ccccc1 (stereo unspecified)	-2.3	-17	-3.1	-2	9	12	-2	·	3
CC1CN(S(=O)(=O)c2cccc(C(=O)OC(C)C(=O)NC3CCCCC3C)c2)CC(C)O1 (stereo unspecified)	-2.5	-2	-2.2	5	15	-31	-22	-1	-3
O=C(NCc1ccc2c(c1)OCO2)C1CCN(S(=O)(=O)N2CCCCC2)CC1	-4.0	1	-1.4	8	0	-10	-8	3	-3
Cc1ccc(CNC(=O)/C=C/c2cccs2)cc1	-1.5	4	0.3	-8	-6	-17	-2	-1	1
Nn1c(SCc2nc3ccccc3[nH]2)nnc1-c1ccccc1	1.0	-8	-0.8	-14	3	2	2	-7	5
Cc1ccc(-n2nc(C(=O)O)cc2-c2ccccc2Cl)cc1	-1.5	7	-0.6	-2	10	-37	-3	-1	5
COC(=O)C(NC(=O)CSc1nc(N)cc(=O)[nH]1)c1ccccc1 (stereo unspecified)	-5.8	11	-2.5	5	23	-10	2	4	-7
O=C(COC(=O)CCC(=O)c1cccs1)Nc1ccc(S(=O)(=O)N2CCOCC2)cc1	-4.2	-2	-3.0	-5	1	-8	0	3	3
CCCCOC(=O)Nc1cc(Cl)ccc1C	-2.2	-5	-3.2	0	-10	-8	-7	11	-4
Cc1cccc(N2C(=O)c3ccc(Br)cc3C2=O)n1	0.2	-2	-0.2	2	4	-1	-1	0	4
Cc1ccc(O)c(N=Cc2cc(Cc3ccccc3)cc([N+](=O)[O-])c2O)c1	-2.1	5	11*	20	31	-10	-15	·	-2
Cc1cc(=O)oc2cc(OCC(=O)NC3CC(C)(C)NC(C)(C)C3)ccc12	0.5	1	-1.4	4	9	1	1	1	-4
Cc1ccc(NS(=O)(=O)c2c(C)noc2C)cc1	-2.6	1	-1.8	1	0	-5	-17	-1	2

Some of the entries so far, in CSV form:
SMILES,VIM-2 inhibitor,NS3 helicase inh,IMP-1 inhibitor,PfM18AAP inh,SUMO HTRF inh,DNA FID counter,p-CIP stab down,IDE cell inh,IDE cell activ
O=C(NCc1ccc2c(c1)OCO2)C1CCN(S(=O)(=O)N2CCCCC2)CC1,-4.0,1,-1.4,8,0,-10,-8,3,-3
Cc1ccc(CNC(=O)/C=C/c2cccs2)cc1,-1.5,4,0.3,-8,-6,-17,-2,-1,1
Nn1c(SCc2nc3ccccc3[nH]2)nnc1-c1ccccc1,1.0,-8,-0.8,-14,3,2,2,-7,5
Cc1ccc(-n2nc(C(=O)O)cc2-c2ccccc2Cl)cc1,-1.5,7,-0.6,-2,10,-37,-3,-1,5
